RMI FANCM FP: inhibitors of human RMI core complex binding to FANCM MM2. Fluorescence polarization, RMI core complex with F-MM2 peptide; stronger effect = lower value. FP signal (polarization) at 33 µM. actives 0.58% (n = 70,000); in the data active = FP signal below about 40; also: inactives centre near 61; strong numbers were not always called active; unit not given here
* marks the source's active call; other numbers are inactive results; & = joins results of further samples.

SMILES | RMI FANCM FP
CCOc1cc(-c2nnc(NC(=O)c3cc(Cl)ccc3Cl)o2)cc(OCC)c1OCC | 62
O=c1[nH]cnc2c(-c3ccccc3)csc12 | 57
Cc1ccc(-n2c(N)n[nH]c2=S)cc1 | 53
c1ccc(CNc2ncnc3nc[nH]c23)cc1 | 51&54
COc1ccc(C(=O)NC2CCS(=O)(=O)C2)cc1 (centres undefined) | 60
O=C(CCCN1CCN(c2ccccn2)CC1)c1ccc(F)cc1 | 56
CCOC(=O)c1ccc(-c2ccc(/C=C3\SC(=O)NC3=S)o2)cc1 | -42
Cc1ccccc1/[N+]([O-])=C/c1ccc(N(C)C)cc1 | 59
Cn1c(SCC(=O)Nc2cccc(Cl)c2)nnc1C(F)(F)F | 57
O=C(Nc1nc(-c2nc3ccccc3s2)cs1)c1ccc(N2CCCCC2)c([N+](=O)[O-])c1 | 59
N#C/C(=C/c1ccncc1)C(N)=O | 48
COc1ccc(OC)c(NC(=O)C(=O)NC2CC(C)CC(C)(C)C2)c1 (centres undefined) | 60
O=C(Nc1nc2ccc(S(=O)(=O)N3CCOCC3)cc2s1)c1ccc(Br)o1 | 63
CC(=O)O[C@H]1C(=O)[C@@]2(C)[C@H]([C@H](OC(=O)c3ccccc3)[C@]3(O)C[C@H](OC(=O)[C@H](O)[C@@H](NC(=O)c4ccccc4)c4ccccc4)C(C)=C1C3(C)C)[C@]1(OC(C)=O)CO[C@@H]1C[C@@H]2O | 47
CC(=O)c1ccc(NC(=O)COc2cc(=O)n3cccc(C)c3n2)cc1 | 66
COc1ccc(-c2ccc(N3CCCC(C(=O)Nc4ccc([N+](=O)[O-])cc4)C3)nn2)cc1 (centres undefined) | 58
Cc1ccc(S(=O)(=O)Nc2cc(C(C)(C)C)sc2C(N)=O)cc1 | 53
Cc1sc2[nH]c(=S)n(-c3ccccc3)c(=O)c2c1-c1ccc(F)cc1 | 59
COc1ccc(-c2c(C#N)c(SCC(=O)N3CCCCCC3)nc3c2C(=O)CC(C)(C)C3)cc1 | 55
O=C(CSc1nccc(-c2cccs2)n1)Nc1ccc(OC(F)(F)F)cc1 | 41

Another view of part of the listing above:
Molecule,RMI FANCM FP
O=C(CCCN1CCN(c2ccccn2)CC1)c1ccc(F)cc1,56
CCOC(=O)c1ccc(-c2ccc(/C=C3\SC(=O)NC3=S)o2)cc1,-42
Cc1ccccc1/[N+]([O-])=C/c1ccc(N(C)C)cc1,59
Cn1c(SCC(=O)Nc2cccc(Cl)c2)nnc1C(F)(F)F,57
O=C(Nc1nc(-c2nc3ccccc3s2)cs1)c1ccc(N2CCCCC2)c([N+](=O)[O-])c1,59
N#C/C(=C/c1ccncc1)C(N)=O,48
COc1ccc(OC)c(NC(=O)C(=O)NC2CC(C)CC(C)(C)C2)c1 (centres undefined),60
O=C(Nc1nc2ccc(S(=O)(=O)N3CCOCC3)cc2s1)c1ccc(Br)o1,63
CC(=O)O[C@H]1C(=O)[C@@]2(C)[C@H]([C@H](OC(=O)c3ccccc3)[C@]3(O)C[C@H](OC(=O)[C@H](O)[C@@H](NC(=O)c4ccccc4)c4ccccc4)C(C)=C1C3(C)C)[C@]1(OC(C)=O)CO[C@@H]1C[C@@H]2O,47
CC(=O)c1ccc(NC(=O)COc2cc(=O)n3cccc(C)c3n2)cc1,66
COc1ccc(-c2ccc(N3CCCC(C(=O)Nc4ccc([N+](=O)[O-])cc4)C3)nn2)cc1 (centres undefined),58
Cc1ccc(S(=O)(=O)Nc2cc(C(C)(C)C)sc2C(N)=O)cc1,53
Cc1sc2[nH]c(=S)n(-c3ccccc3)c(=O)c2c1-c1ccc(F)cc1,59
COc1ccc(-c2c(C#N)c(SCC(=O)N3CCCCCC3)nc3c2C(=O)CC(C)(C)C3)cc1,55
O=C(CSc1nccc(-c2cccs2)n1)Nc1ccc(OC(F)(F)F)cc1,41

Other results
SMILES | RMI FANCM FP
O=c1[nH]c(=S)[nH]c2c1cnn2-c1ccccc1 | 75
COc1ccccc1NC(=O)Nc1nc(CC(=O)N2CCc3ccccc3C2)cs1 | 60
CN1CCc2cccc3c2[C@H]1Cc1ccc(O)c(O)c1-3 | 53
COc1ccccc1N1CCN(C(=O)C(C)Nc2ccccn2)CC1 (centres undefined) | 60
O=c1cc(-c2cc3ccccc3oc2=O)c2ccc(O)c(CN3CCCCC3)c2o1 | 52
O=C(O[C@@H]1Cc2c(O)cc(O)cc2O[C@@H]1c1ccc(O)c(O)c1)c1cc(O)c(O)c(O)c1 | 54
CCOc1ccc(N2C(=O)N(Cc3ccc(F)cc3)c3ccccc3S2(=O)=O)cc1 | 66
COc1ccc(C(=O)Nc2cc(C)nn2-c2nc3ccc(F)cc3s2)cc1 | 63
CC(C)C(=O)N1CCc2ccc(NS(=O)(=O)Cc3ccc(Cl)cc3)cc2C1 | 67
Nc1ncnc(Oc2ccc([N+](=O)[O-])cc2)c1[N+](=O)[O-] | 63
O=C(CN1CCN(Cc2nc3ccccc3[nH]2)CC1)NCc1ccccc1Cl | 62
COc1ccccc1-n1c(=O)[nH]c2c(C(N)=O)nc(-c3cc(OC)c(OC)c(OC)c3)nc21 | 63
COc1ccc2nc(-c3ccc(C)c(NC(=O)C(C)Oc4ccc5c(c4)OCO5)c3)cn2n1 (centres undefined) | 70
O=S(=O)(c1ccc2c(c1)CCO2)N1CCN(c2ccc(F)cc2)CC1 | 57
CCCCN1C(=O)c2cccc3c(S(=O)(=O)NC4(C(=O)O)CCCCC4)ccc1c23 | 66
CC(C)c1ccc(NC(=O)c2cc(S(=O)(=O)NC3CCCCCC3)ccc2F)cc1 | 57
Cc1nc(-c2ccccc2)sc1C(=O)Nc1ccc(-c2ccc3nnc(-c4ccncc4)n3n2)cc1 | 26
COc1ccc(S(=O)(=O)N2CCN(c3ccc4nnc(C5CC5)n4n3)CC2)cc1OC | 68
O=S(=O)(NCCOc1ccccc1)c1ccc2c(c1)OCCO2 | 60
O=C(c1cccc(C(F)(F)F)c1)c1cc2cc(Cl)ccc2oc1=O | 62
O=C(NCCc1csc2nc(-c3cccs3)nn12)c1ccccc1C(F)(F)F | 59
CCOC(=O)C(=CNc1cc(C)ccc1[N+](=O)[O-])C(=O)OCC | 51
c1ccc2[nH]c(C3CCCN3)nc2c1 (centres undefined) | 60
Fc1ccc2nc(N3CCN(c4ccccc4)CC3)sc2c1 | 60
O=C(NCc1ccc2c(c1)OCO2)C1CCN(C(=O)OCc2ccccc2)CC1 | 53
COc1ccc(C(=O)CN2C(=O)COc3ccccc3C2=O)cc1F | 74
Nc1nnc(-c2ccc([N+](=O)[O-])o2)s1 | 57
N#Cc1cnc(-c2ccncc2)nc1-c1cccs1 | 63
Cc1csc2c(=O)n(CCN3CCSCC3)c(=O)[nH]c12 | 61&53
Cc1cc(C)c(C=C2C(=O)CCCC2=O)[nH]1 | 60
Cc1ccc(S(=O)(=O)N2CCc3ccc(NC(=O)COc4ccc(Cl)cc4)cc3C2)cc1 | 69
COc1ccc(-c2c(C#N)c(SCC(=O)Nc3ccc(F)cc3)nc3c2C(=O)CC(C)(C)C3)cc1 | 68
CCOC(=O)NC(NC(=O)OCC)C(=O)c1ccccc1 | 63
CCOC(=O)/C(C#N)=C/c1cccnc1 | 55&44
COC(=O)NCC(c1ccc2c(c1)OCO2)N1CCN(c2ccccc2)CC1 (centres undefined) | 56
COc1ccc([N+](=O)[O-])cc1NC(=O)C1CCCN1S(=O)(=O)c1cccs1 (centres undefined) | 53
O=C(CSc1ccc(-c2ccncc2)nn1)Nc1nccs1 | 59
Cc1ccc(S(=O)(=O)N2CCOC23CCN(C(=O)c2ccc(C)c([N+](=O)[O-])c2)CC3)cc1 | 55
CSc1ccc2nnc(-c3ccc(Cl)cc3)n2n1 | 73
FC(F)(F)c1cccc(N2CCN(C3=Cc4ccccc4CC3)CC2)c1 | 50
COc1ccc(Cl)cc1C(=O)NCCn1nc(-c2ccncc2)ccc1=O | 62
Cn1ccc(C(=O)Nc2nnc(-c3ccc(Cl)cc3)o2)n1 | 69
O=C(CCS(=O)(=O)c1ccc(Cl)cc1)Nc1nnc(-c2cc3ccccc3o2)o1 | 66
CC(C)(C)C(=O)C/C(=N/Nc1nc(-c2ccccc2)c2cc(Br)ccc2n1)C(F)(F)C(F)(F)C(F)(F)F | 59
CCc1ccc(S(=O)(=O)N2CCn3cccc3C2c2ccc(OC)c(OC)c2)s1 (centres undefined) | 69
O=c1c(/C=c2\sc3nc4ccccc4n3c2=O)coc2ccccc12 | -39
O=C(CSc1ncnc2sc3c(c12)CCCC3)N1CCC(c2noc3ccc(F)cc23)CC1 | 80
COC(=O)C(C(C(=O)OC)N1CCOCC1)N1CCOCC1 (centres undefined) | 46
Cc1cc(C)cc(NC(=S)NCCCNC(=O)OC(C)(C)C)c1 | 56
COC(=O)Nc1nc(CC(=O)N2CCc3ccccc32)cs1 | 62
COCCN(CCOC)C(=O)Cc1csc2nc(-c3ccc(F)cc3)cn12 | 62
O=C(CCCc1ccccc1)NCCOc1ccc2c(c1)OCO2 | 62
O=C(Nc1nc2c(cc3c4c(cccc42)CC3)s1)c1cc2c(ccc3ccccc32)oc1=O | 60
Cc1c(Cl)c(C)c(C2=NON3N(C(=O)c4cccs4)c4ccccc4N23)c(C)c1Cl | 55
CN1N=C(C(C)(C)C)CSC1=Nc1ccc(F)cc1 | 54
N#C/C(=C\N1CCN(c2cccc(Cl)c2)CC1)C(=O)NCc1ccco1 | 55
Brc1ccc2cc(C34CC5CC(CC(C5)C3)C4)ccc2c1 | 62
Fc1ccccc1Cn1c(-c2cccs2)nc2ccccc21 | 67
CCOc1ccc(S(=O)(=O)N2CCN(S(=O)(=O)c3cccc([N+](=O)[O-])c3)CC2)cc1 | 71
CCOc1ccc(NC(=S)N2CCN(CCN3C(=O)c4cccc5cccc(c45)C3=O)CC2)cc1 | 55

Taken from above.
RMI FANCM FP with O=C(CCS(=O)(=O)c1ccc(Cl)cc1)Nc1nnc(-c2cc3ccccc3o2)o1 is entered as 66
RMI FANCM FP with CN1N=C(C(C)(C)C)CSC1=Nc1ccc(F)cc1 is entered as 54

(next part)
SMILES | RMI FANCM FP
CCOC(=O)C(N=Nc1ccc(C(F)(F)F)cc1)=C(O)CSc1nnc(C(F)(F)F)n1C | 51
CSc1nc(N)nc(-c2csc(C)n2)n1 | 54
COc1ccc(-c2c(C)nn3c(Nc4ccc(F)cc4)cc(C)nc23)cc1OC | 58
COC(=O)c1ccc2c(=O)n(Cc3cccc(OC)c3)c(=S)[nH]c2c1 | 67
Cc1cccc(CS(=O)(=O)Nc2ccc3c(c2)C(=O)NCCO3)c1 | 66
O=c1ccc(-c2cccc3ccccc23)nn1Cc1ccc([N+](=O)[O-])cc1 | 54
COC(=O)C1CCN(C(=O)Cc2csc(NC(=O)C3CC3)n2)CC1 | 55
Cc1cccc(Oc2ncccc2[N+](=O)[O-])c1C | 53
Cc1cc2c(=O)n(C)c(SCc3cc(=O)[nH][nH]3)nc2s1 | 62
Cc1ccc(-c2csc3nc(SCC(=O)Nc4c(Cl)cc(Cl)cc4Cl)n(-c4ccccc4)c(=O)c23)o1 | 72
COc1ccc(NC(=O)c2ccc(S(=O)(=O)c3ccc(C)c(C)c3)nc2)c(OC)c1 | 61
COc1ccc2nc(-c3ccc(OC)c(NC(=O)c4ccc(F)c(F)c4)c3)cn2n1 | 77
CCc1ccccc1NC(=O)CSc1nccn2nc(-c3ccccc3)cc12 | 122
CC(C)Oc1ccc(C(=O)NNC(=O)c2ccc(=O)n(Cc3ccccc3)c2)cc1 | 61
O=S(=O)(NCCCN1CCOCC1)c1ccc(Cl)c(Cl)c1 | 61
O=C(CCSc1ccccc1)Nc1nc(-c2ccc(I)cc2)cs1 | 117
O=c1cc(-c2cc3ccccc3o2)oc2ccccc12 | 50
NNC(=O)CNC(=O)c1c(F)cccc1F | 61
O=C(O)c1ccc2nsnc2c1 | 72
Cc1csc(NC(=O)CCCSc2ccc(NC(=O)c3ccco3)nn2)n1 | 70
O=C(O)CSCC(=O)Nc1cccc(F)c1C(=O)O | 51
Cc1cccc(Cn2cnc3c(cnn3CCNC(=O)CCc3ccccc3)c2=O)c1 | 65
Cc1ccc2nc(CO)[nH]c2c1 | 62
COc1cc(C)ccc1S(=O)(=O)NCCCn1ncccc1=O | 60
Cc1ccccc1C(=O)Nc1nc2c(C)cccc2s1 | 59
Cc1cc(NC(=O)c2ccc(Br)o2)nc2c1c(=O)oc1ccccc12 | 69
Nc1c(C(=O)NC2CCCCC2)cnc2nc3ccccc3n12 | 74
CC1=Nn2c(nc3sc(-c4ccccc4)cc3c2=O)SC1 | 59
O=C(COc1ccc(F)cc1)N1CCN(c2ccc3nnc(C4CC4)n3n2)CC1 | 69
CCCN1CCCc2cc(CCNS(=O)(=O)CC(C)C)ccc21 | 88
Cc1ccc(Cn2c(=S)[nH]c3c(oc4ccccc43)c2=O)cc1 | 59
Cc1cc(C)cc(NC(=O)NCCn2nc(-c3cccs3)ccc2=O)c1 | 74
NS(=O)(=O)c1ccc(CCNC(=O)CCC2NC(=O)c3ccccc3NC2=O)cc1 (centres undefined) | 58
CC(C)C(=O)Nc1ccc(SCc2ccccc2F)nn1 | 67
COc1cc(-c2ccc(SCC(=O)Nc3ccc(C(C)=O)cc3)nn2)cc(OC)c1OC | 70
Cc1sc(NC(=O)c2ccc(S(=O)(=O)N(C)C3CCCC3)cc2)c(C#N)c1C | 76
CC1C(=O)N(C)c2ccc(S(=O)(=O)N3CCOCC3)cc21 (centres undefined) | 64
O=C(NCCN1CCn2cc(OCc3ccc(F)cc3)c(=O)cc2C1=O)c1cnccn1 | 63
O=C(c1ccccc1C(F)(F)F)N1CCCC(c2nnc(-c3cccs3)o2)C1 (centres undefined) | 64
O=C(NCCn1ncc2c(N3CCOCC3)ncnc21)C12CC3CC(CC(C3)C1)C2 | 66
O=C(Nc1nnc(-c2ccccc2Cl)o1)C1CC(=O)N(c2ccccc2)C1 (centres undefined) | 72
O=C(NCCOc1ccc(F)cc1)c1ccc(C(F)(F)F)cc1 | 63
CC(C)c1ccc(-c2cc(=O)c3cc(NC(=O)c4cccnc4)ccc3o2)cc1 | 83
Cc1cc(-c2nnc(NC(=O)Cc3ccc(S(C)(=O)=O)cc3)o2)n(C)n1 | 71
COc1ccc(S(=O)(=O)Nc2nc(CC(=O)Nc3nc4ccccc4s3)cs2)cc1 | 43
COc1ccccc1C(=O)NCC(c1ccc(C)cc1)N1CCN(C)CC1 (centres undefined) | 53
N#CCCN(CCC#N)S(=O)(=O)c1ccc(C(=O)Nc2nnc(-c3ccco3)o2)cc1 | 63

Assay outcomes: PubChem, Small Molecule Screening Facility, UW Madison

This is a subset, so the mix of outcomes need not match the whole.
